FLuc act counter – FLuc activators, initial screening, artefact control for FLuc-dependent activation tests, biochemical, ATPlite luminescence. ATPlite luciferase biochemical, 10 min; 0 = ATP-free wells, 1 = DMSO control. activation factor at 10 µM. 200,000 tested, under 10 active;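 active = luciferase activation factor, scaled between plate controls, of at least 2 with compound at 10 µM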
Target sequence (P08659 whole entry, looked up): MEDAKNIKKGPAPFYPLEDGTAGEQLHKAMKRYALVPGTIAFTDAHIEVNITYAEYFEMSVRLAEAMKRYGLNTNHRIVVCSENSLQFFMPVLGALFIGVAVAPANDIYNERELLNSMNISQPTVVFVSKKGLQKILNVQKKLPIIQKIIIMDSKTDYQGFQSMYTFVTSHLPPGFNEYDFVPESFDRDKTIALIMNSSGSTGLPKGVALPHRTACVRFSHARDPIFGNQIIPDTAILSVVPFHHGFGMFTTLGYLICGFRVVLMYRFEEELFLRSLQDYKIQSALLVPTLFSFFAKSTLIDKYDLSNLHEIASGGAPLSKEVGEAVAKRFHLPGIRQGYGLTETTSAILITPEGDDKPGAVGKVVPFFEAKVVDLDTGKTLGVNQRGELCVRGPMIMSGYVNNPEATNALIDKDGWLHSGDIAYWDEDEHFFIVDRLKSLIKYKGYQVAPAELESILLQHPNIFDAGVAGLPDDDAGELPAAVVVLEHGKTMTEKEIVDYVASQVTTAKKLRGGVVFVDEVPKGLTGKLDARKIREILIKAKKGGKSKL
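assay system = Luciferase/luciferin detection reagent, cell-free biochemical luciferase assay | also added = ATP substrate | times = 10 min post-reagent at room temperature | measured by = luminescence from luciferase reaction | measure = luciferase activation, seen as luminescence increase over controls | benchmarks = low control with PBS replacing ATP, high control enzyme plus ATP without compound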
NF-kB expr up – activators of NF-kB expression in neurons, primary screen, cell-based, HTS; AID 1239, 2008; hit rate 1.6% among 190,000; fold change at 12.5 µM; human neuronal cells, NF-kB reporter expression; active compounds read high; in the data active = fold change above about 3.3
APP 5'UTR act – activators of APP 5'UTR luciferase reporter, primary screen, SH-SY5Y cells; SH-SY5Y APP 5'UTR luciferase reporter, luminescence; zero percent = DMSO vehicle wells; hit rate 1% among 190,000; activation, % at 2 µM;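 active = activation above a set limit, based on mean plus 3 SD of controls, cut at about 140% in these data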; note: values of inactives mirror those of a sister screen read the other way
STAT3 act – IL-6 driven STAT3 reporter potentiators, primary screen, U3A cells, luciferase, luminescence, MLSCN library; IL-6 STAT3-luciferase reporter; 100% = signal with IL-6 EC80 alone; AID 871, 2007; hit rate 0.91% among 190,000; activation (% of control), % at 5.6 µM;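 active = activation above the screen-wide mean of compound activation plus 3 SD, cut at about 130% in these data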;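 note: 0% = background luminescence of wells with medium and substrate only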
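Test system: Human STAT1-deficient U3A cells with stable STAT3-luciferase reporter | Also added: Interleukin-6, 33 ng/mL | Timing: Compound pre-incubation 1 h before IL-6, then 6 h stimulation at 37 °C | Technique: Luciferase reporter luminescence | Read-out: Percent of IL-6-only median luminescence | Benchmarks: IL-6-only wells as 100% reference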
STAT1 inh – STAT1 signaling inhibitors, primary screen, cell-based, HTS, luciferase reporter; AID 920, 2007; inhibition, % at 5.5 µM; NIH 3T3 STAT1-luciferase reporter, IFN-gamma, luminescence; hit rate 0.35% among 200,000;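 active = inhibition above a set limit, the mean inhibition across all tested compounds plus 3 SD, cut at about 34% in these data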;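 note: 0% = IFN-gamma with DMSO and 100% = IFN-gamma with 300 µM nifuroxazide; values of inactives mirror those of a sister screen read the other way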
APP transl inh – inhibitors of APP translation via 5'UTR reporter, primary screen, APP 5'UTR luciferase, SH-SY5Y cells. AID 1285, 2008. hit rate 0.82% among 190,000. inhibition, % at 2 µM. SH-SY5Y APP 5'UTR-luciferase reporter, luminescence;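 active = inhibition above a set limit, derived from the sample mean plus 3 SD, cut at about 45% in these data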; note: values of inactives mirror those of a sister screen read the other way
STAT3 inh – IL-6 driven STAT3 reporter inhibitors, primary screen, U3A cells, luciferase, luminescence, MLSCN library; IL-6 STAT3-luciferase reporter; host cell line lacks STAT1; inhibition, % at 5.5 µM; hit rate 0.89% among 190,000;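 active = inhibition above the mean inhibition across all screened compounds plus 3 SD, cut at about 44% in these data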;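 note: 0% = DMSO only wells and 100% = 100 µM nifuroxazide control wells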
ROMK mod – ROMK potassium channel modulators, primary screen, cell-based, thallium flux, MLSMR library | ATP-sensitive inward rectifier potassium channel 1 (Homo sapiens), P48048 | Tet-inducible ROMK, thallium flux fluorescence; actives lie on both sides | B-score at 10 µM | hit rate 2% among 130,000 | AID 1918, 2009;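 active = signal ratio slope over the read window, or its plate-corrected B-score, at least 3 SD from the plate mean, either direction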;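 note: B-score of the F/F0 ratio slope over 7 to 12 s after thallium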
Target sequence (P48048 whole entry, looked up): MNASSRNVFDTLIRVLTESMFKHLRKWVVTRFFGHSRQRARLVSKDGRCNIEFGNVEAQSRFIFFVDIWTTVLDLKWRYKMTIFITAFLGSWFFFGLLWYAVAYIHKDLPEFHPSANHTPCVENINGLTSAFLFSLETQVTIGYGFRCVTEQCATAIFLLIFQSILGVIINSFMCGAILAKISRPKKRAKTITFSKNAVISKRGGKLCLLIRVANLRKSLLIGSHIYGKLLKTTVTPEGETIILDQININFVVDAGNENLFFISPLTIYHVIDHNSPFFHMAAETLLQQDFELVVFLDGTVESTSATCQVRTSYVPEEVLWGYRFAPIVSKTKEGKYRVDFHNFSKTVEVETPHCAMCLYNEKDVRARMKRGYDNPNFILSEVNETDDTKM
FLuc inh counter – firefly luciferase enzyme inhibitors, primary screen, artefact control for luciferase-based inhibitor screens, biochemical, luminescence, ATPLite | 10 min | inhibition, % at 10 µM | hit rate 1.5% among 200,000 | AID 1006, 2008;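 active = inhibition above about 50% when tested at 10 µM, limit read from the data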
STAT1 act – STAT1 signaling activators, primary screen, cell-based, HTS, luciferase reporter; NIH 3T3 STAT1-luciferase reporter, IFN-gamma, luminescence; 100% = IFN-gamma alone, no compound; activation (% of control), % at 5.5 µM; hit rate 2.6% among 200,000;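 active = activation above the screen-wide mean activation plus 3 SD, cut at about 130% in these data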;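 note: raw ratio to IFN-gamma control signal so 100% means no change and 0% no light; values of inactives mirror those of a sister screen read the other way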
Starred values were filed as active, the others as inactive; / = no result given. No enrichment for hits; about 7.1% have a hit in one of these screens.

SMILES	FLuc act counter	NF-kB expr up	APP 5'UTR act	STAT3 act	STAT1 inh	APP transl inh	STAT3 inh	ROMK mod	FLuc inh counter	STAT1 act
Cc1ccc(C(=O)Nc2ccc3nccnc3c2)cc1	0.1	8.4*	145*	61	8	-145	52*	/	89*	93
COc1ccc(N2C(=O)C3[C@@H](C2=O)C2(Cl)C(Cl)=C(Cl)C3(Cl)C2(OC)OC)cc1 (some centres not stated)	1.1	0.96	-4	98	1	4	-2	/	-5	99
COc1ccc(CN2C(=O)c3ccccc3C2=O)cc1C(=O)OCC(=O)NC1CCCCC1	1	0.87	1	108	5	-1	-11	/	-4	96
CCOc1ccccc1OCC(=O)O	1	1.1	-11	103	7	10	0	/	0	93
CC1c2ccccc2SC(CCCN(C)C)c2ccccc21 (configuration not stated)	1	1	12	98	-6	-12	7	-3.1	-4	106
CC1CCN(c2nc(-c3ccccc3)cc(C(F)(F)F)n2)CC1	1	1.1	-2	113	-6	2	-13	0.11	-4	106
CC1(C)C2CCC1(CS(=O)(=O)N1CCOCC1)C(=O)C2 (configuration not stated)	1	1.1	-17	100	3	17	6	2.4	-4	97
NC(=O)[C@H]1CC2(CC(c3cccc(NC(=O)c4ccccc4)c3)=NO2)CN1C(=O)[C@H]1CCC(=O)N1 (some centres not stated)	1.1	1.3	-8	99	-9	8	8	1.8	-5	108
C/C(=N/NC(=O)c1ccc(Br)o1)c1cccc(NC(=O)c2ccc(C)o2)c1	0.9	1.1	24	98	-26	-24	3	/	7	123
COc1ccc(-c2c(N)nnc3c2[nH]c2ccccc23)cc1OC	1.1	0.85	-4	98	-4	4	8	/	-6	104
CCOC(=O)N1CCC(NC(=O)C2CCN(S(=O)(=O)c3cccs3)CC2)CC1	1	1.3	-9	104	9	9	-3	-0.47	2	97
CCOC(=O)c1nnn(CC(=O)N2N=C(c3ccc(Cl)cc3)CC2c2ccccc2)c1C(=O)OCC (configuration not stated)	1.1	1.2	13	109	-2	-13	-8	-1.4	-8	102
N#Cc1c(NC(=O)C2C3C=CC(C3)C2C(=O)O)sc2c1CCCCC2 (configuration not stated)	1	1.2	4	101	-5	-4	4	-0.52	0	104
COc1ccc(-c2csc(NC(=O)CSc3nc(SC)ns3)n2)cc1	1.1	1.6	23	137*	-14	-23	-47	-1.1	-10	113
Cc1cccc(NC(=O)CN2C(=O)S/C(=C\c3ccc(O)c([N+](=O)[O-])c3)C2=O)c1	1	1.2	3	110	0	-3	-2	-0.63	-2	98
O=C(CN1C(=O)CCC1=O)Nc1nc(-c2ccc3ccccc3c2)cs1	1	1.9	-5	91	-43	5	13	-0.92	1	138*
Cc1nc(C(=O)Nc2ccccc2Cl)cc2c1[nH]c1ccccc12	1	1.2	30	97	-15	-30	11	-0.43	-3	114
COC(=O)C1CCN(CCCOc2ccc(CN3CCN(c4ccc([N+](=O)[O-])cc4)CC3)cc2)CC1	1.1	0.95	10	96	-1	-10	15	-0.92	-6	100
COc1ccc(N2CCN(C(=O)CCSCc3ccccc3F)CC2)cc1	1.1	1.5	25	109	3	-25	3	-0.7	-10	97
O=c1c2cnn(-c3ccccc3)c2nc(-c2cccs2)n1-c1cccc(Cl)c1	1	1	0	107	3	0	-10	/	-4	98
COc1cc2c(cc1NC(=O)Nc1ccc(F)cc1)oc1ccccc12	1.1	1.3	9	100	-9	-9	4	-0.31	-7	108
CCOC(=O)c1c(NC(=O)CSc2nc3ccccc3o2)sc(C)c1C	1	1.1	5	100	1	-5	5	-0.26	3	99
Cc1ccc(CNC(=O)CCNC(=O)Cn2ccc3ccccc3c2=O)cc1	1	1	-4	102	3	4	3	/	-5	97
COc1ccc(N2CCN(C(CNC(=O)C(=O)NCc3ccc4c(c3)OCO4)c3ccco3)CC2)cc1 (configuration not stated)	1	1.1	8	80	0	-8	30	1.5	-4	98
N#CCc1nn(-c2ccc(F)cc2)c(N)c1C#N	1	0.92	10	96	-10	-10	7	-0.12	-1	110

(cont.)
SMILES	FLuc act counter	NF-kB expr up	APP 5'UTR act	STAT3 act	STAT1 inh	APP transl inh	STAT3 inh	ROMK mod	FLuc inh counter	STAT1 act
CC(C)CNC(=O)c1cc2nc3c(c(C(F)(F)F)n2n1)CCc1ccccc1-3	1	1.1	-19	78	-3	18	27	-0.049	-3	102
Cc1cccc(C(=O)NCCNC(=O)c2cccc(C)c2)c1	1.1	1.2	15	94	2	-15	7	0.68	-6	98
CCOC(=O)CNC(=O)c1nn(-c2cccc(OC)c2)c(=O)c2ccccc12	1	1.1	-7	95	-31	7	12	/	-2	130*
Cc1ccc2nc(SCC(=O)NCc3ccco3)[nH]c2c1	1	1.2	-51	102	1	51*	5	/	0	99
CC1Cc2ccccc2N1C(=S)NC(=O)c1cccc(Br)c1 (configuration not stated)	1	1.1	-5	102	2	5	-2	10*	-4	98
COc1ccc2c(=O)c(-c3ccc(OC)c(OC)c3)coc2c1	0.5	1.9	34	/	-24	-34	/	/	46	121
CC(=O)c1ccc(NC(=S)NCCCn2ccnc2)cc1	1	1	8	102	-6	-8	-1	-0.98	-1	106
CCCCCCC(=O)N1CCC(c2nc3c(nnn3Cc3ccccc3Cl)c(=O)[nH]2)CC1	1	0.76	4	105	-3	-4	-3	-0.23	-2	103
COc1cc(Cn2cnnn2)ccc1O	1.1	0.95	-6	102	2	6	2	/	-5	98
CN(C)c1nc(N/N=C\c2ccc(Cl)c([N+](=O)[O-])c2)nc(Nc2ccc(F)cc2)n1	/	/	5	85	7	-5	21	-0.33	/	94
CCOC(=O)N1CCN(c2nc(-c3cccc(OC)c3)cc(C(F)(F)F)n2)CC1	1.1	1.3	-9	82	-4	9	25	0.54	-5	104
Cc1ccc(C(=O)/C=C/c2cn(CC(O)CN3CCOCC3)c3ccccc23)cc1 (configuration not stated)	1	1.2	20	97	0	-20	4	-1.7	0	100
C=CCn1c(SCC(=O)NCc2ccccc2)nnc1-c1cc(Br)ccc1O	1	0.87	-56	106	0	56*	1	-0.07	-5	100
COc1ccc(Nc2nc(C)cc(C)c2C(N)=O)c(OC)c1	1	1.1	-3	102	0	3	-1	/	-1	100
NC(=O)CSc1nnc(-c2cnccn2)n1-c1ccccc1	1.1	1	3	102	-4	-3	0	0.49	-6	107
Cc1cccc(-c2nc(CS(=O)CC(=O)NCc3cccs3)c(C)o2)c1 (configuration not stated)	1	1.1	-1	100	-1	1	4	/	0	101
FC(F)(F)c1cc(-c2ccccc2)nc(N2CCCCCC2)n1	1	0.94	5	101	3	-5	1	/	-4	97
Cc1cc(OCC(=O)Nc2ccncc2)ccc1Br	1	0.97	2	56	1	-2	57*	-1.6	-2	99
Cc1[nH][nH]c(=O)c1C(c1ccc(-c2ccc(F)cc2)o1)c1c(C)[nH][nH]c1=O	1	1.1	11	111	-17	-11	-8	-1.8	-5	114
O=C(Nc1cccc(F)c1)c1c(F)c(F)c(F)c(F)c1F	1	1.2	/	95	7	-2	9	-0.038	-2	97
Cc1ccc(Cn2c(C)nc3c(c2=O)c2nc4ccccc4nc2n3Cc2ccco2)cc1	1	1.8	1	107	6	-1	-4	/	-2	95
CNC(=O)N(O)C1N(c2ccccc2)C(=S)SC1(C)C (configuration not stated)	1.1	1.1	9	104	-5	-8	-8	-0.45	-7	107
N#Cc1ccccc1NC(=O)COc1c(Br)cc(Br)c2cccnc12	1	1.2	7	151*	24	-8	-59	0.077	-2	77
COC(=O)Nc1ccc(S(=O)(=O)N2CCCC(C(=O)N3CCCCC3)C2)cc1 (configuration not stated)	1.1	1.1	15	96	0	-16	10	0.032	-9	102
CCOC(=O)C1CCCN(C(=O)c2sc3nc(-c4ccc(F)cc4)cn3c2C)C1 (configuration not stated)	1	0.79	9	87	-9	-9	19	0.84	-2	108

Structures above marked active in APP transl inh.
canonical_smiles	NF-kB expr up	APP 5'UTR act	STAT3 act	STAT1 inh	APP transl inh	ROMK mod	STAT1 act
Cc1ccc2nc(SCC(=O)NCc3ccco3)[nH]c2c1	1.2	-51	102	1	51*	/	99
C=CCn1c(SCC(=O)NCc2ccccc2)nnc1-c1cc(Br)ccc1O	0.87	-56	106	0	56*	-0.07	100

(further entries)
SMILES	FLuc act counter	NF-kB expr up	APP 5'UTR act	STAT3 act	STAT1 inh	APP transl inh	STAT3 inh	ROMK mod	FLuc inh counter	STAT1 act
CC(C)N1CCCC(CNC(=O)CCc2nnc(CCCCc3ccccc3)o2)C1 (configuration not stated)	1.1	1.1	-7	107	-1	7	-6	0.064	-6	99
O=C(C1CCCO1)N1CCN(S(=O)(=O)c2ccccc2)CC1 (configuration not stated)	1	0.99	3	99	-3	-4	4	0.11	-3	103
COc1ccc(Cc2nc(C(=O)Nc3ccc(Cl)cc3)cs2)cc1	1.1	0.95	/	89	2	/	19	-0.25	-6	98
CCc1nnc(NC(=O)c2ccc(COc3ccccc3)o2)s1	1.1	1.3	12	95	-2	-12	10	-0.049	-8	102
C=CCN(CC=C)C(=O)COC(=O)c1n[nH]c2ccccc12	0.9	1.2	38	93	-3	-38	12	-0.022	8	101
O=C(Nc1cccn(Cc2ccc(F)cc2)c1=O)NC1CCCCC1	1.1	0.81	-12	93	-5	12	12	/	-8	104
Cc1cccc(N2CCN(C(=O)NCc3ccc(Cl)cc3)CC2)c1	1.1	1.1	-7	95	-6	8	9	0.12	-7	109
O=C(CCCN1C(=O)CCC1=O)Nc1ccc(Br)cc1F	1	1.1	2	95	1	-2	8	/	-4	99
CC1=CC(C)(C)N(C(=O)CSc2nnc(N)s2)c2c(C)cc(C)cc21	1.1	0.95	15	103	6	-15	-3	/	-12	94
O=[N+]([O-])c1ccc(/C=N/Nc2nc(-c3ccccc3)c3cc(Br)ccc3n2)o1	1	1	-18	94	2	18	4	0.1	2	98
CCO[C@H]1OC(C(=O)NCc2nc3ccccc3[nH]2)=C[C@@H](c2csc3ccccc23)[C@@H]1CCCO	1.1	0.42	6	/	12	-6	/	/	-6	90
FC(F)(F)c1nnc2n1N=C(c1cccs1)CS2	1	1.1	16	104	-4	-16	-5	0.13	-3	105
Cc1nnc(SCC(=O)Nc2sc3c(c2C#N)CCCCC3)n1N	1	1.6	13	108	-8	-13	-5	1.9	1	107
COc1ccccc1C1CC(=O)Nc2cc3c(cc21)OCCO3 (configuration not stated)	1	2.4	-95	79	4	95*	28	/	-2	96
O=C(NC1CCN(Cc2ccccc2)CC1)C12CC3CC(CC(C3)C1)C2	1.1	0.84	20	100	1	-20	0	/	-6	99
O=S(=O)(c1ccc2nnn(O)c2c1)N1CCCCC1	1	1.1	18	103	-3	-18	6	0.14	-2	100

Screening data deposited in PubChem by several laboratories.
